# Bioassay records from PubChem.
# MT stabilizer = microtubule stabilizers in HeLa cells, primary screen, imaging, high-content imaging; HeLa tubulin immunostaining HCS, 24 h; share of cells brighter than vehicle mean+2SD; % tubulin-high responders, % at 10 µM; 0.83% of 200,000 active; AID 2205, 2009;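 active = plate Z-score above 3 for both tubulin-high and condensed-nucleus cell shares, with cell loss under 80%, at 10 µM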;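 also: anti alpha tubulin signal scored within the nucleus-defined area of each cell; some results filed as inactive read as strong as hits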
# b-catenin transl = modulators of beta-catenin nuclear translocation, primary screen, imaging, HeLa cells, immunofluorescence, high-content | AID 1665, 2009 | nuclear translocation activity, % at 5 µM | 0.3% of 190,000 active;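 active = nuclear translocation activity above 50% at 5 µM, with a well cell count of 50 or more; inconclusive = wells under 50 cells across six images, flagged as toxic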;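 also: per-cell ratio of nuclear to cytoplasmic median beta-catenin stain intensity; plate controls were DMSO negative control for no effect and GSK-3 inhibitor IX positive control for full effect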
#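 Assay system: human HeLa cells, native beta-catenin; doses: 5 µM primary, 0.02–20 µM confirmation; incubation: compound treatment 24 h, 37°C, 5% CO2; technique: fluorescence imaging of beta-catenin antibody stain plus DAPI; measure: % activation, nuclear-to-cytoplasmic median beta-catenin signal ratio per cell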
# NOD2 inhibition = NOD2 signaling inhibitors, cell-based, luminescence, uHTS, HEK293 (AID 1566). HEK293 NOD2/NF-kB luciferase reporter, luminescence; higher % means a stronger effect. 0.63% of 290,000 active. inhibition, % at 4 µM, or EC50 in µM where a hit was titrated; in the data active = inhibition above about 50%; also: many of its hits are not listed in these tables
# Ins promoter up = insulin promoter activators in MIN6 cells, imaging, high-content screening, mouse beta cells; MIN6 insulin promoter-GFP reporter; stronger effect = higher value; z-score at 5 µM; 0.3% of 190,000 active;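 active = z-score above 3 at 5 µM with at least 500 cells counted in the well; inconclusive = wells under 500 cells, flagged as cytotoxic or low count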
# NOD1 inhibition = NOD1 signaling inhibitors, primary screen, cell-based, luminescence, uHTS (AID 1578). NOD1-driven NF-kB luciferase reporter cells, luminescence; higher % means a stronger effect. inhibition, % at 4 µM; hits with a dose series show EC50 in µM. 1% of 290,000 active; in the data active = inhibition mostly above about 36%, no sharp cut-off; inactive = mostly below about 34%;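 also: HEK-293T reporter cells stimulated with the NOD1 agonist gamma-tri-DAP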
# Yfh1-off respiration = enhancers of respiration in Yfh1-depleted yeast, dose response, Friedreich's ataxia, plus single-dose screen (AID 1465); S. cerevisiae Yfh1-off respiration, WST-1 reduction, 72 h; higher fold induction means a stronger effect; fold induction at 50 µM, or EC50 in µM where a hit was titrated; 0.074% of 220,000 active;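 active = fold induction of absorbance versus untreated yeast above a set limit, then at least 30% activation at any dose in follow-up; inconclusive = repeats straddling the limit, or above it without dose testing; inactive = fold induction below the set limit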;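 also: activators that raise dye reduction in frataxin-depleted yeast; strong numbers were not always called active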
# Autophagy HCS = autophagy modulators in MEF cells, primary screen, imaging, high-content, MEF GFP-LC3; MEF GFP-LC3 puncta imaging; test concentration mostly 10 µM; calls only at 10 µM (by protocol); 0.98% of 190,000 active; AID 463193, 2010;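 active = percentage of spot-positive cells more than 3 SD above its plate mean, without a fluorescence outlier flag or 80% toxicity; inconclusive = no clear call, values can overlap the other calls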;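 also: spot-positive cell cutoff set from DMSO-treated cells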
# Dynein transport = inhibitors of GR-EGFP nuclear translocation, primary screen, dynein cargo transport inhibitor project, imaging, high-content, 3617.4 mouse cells; test concentration mostly 20 µM; stimulated with dexamethasone, 1 µM; stronger effect = lower value; z-score, hits read low; 0.47% of 220,000 active; AID 1381, 2008;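 active = plate z-score of nuclear minus cytoplasmic receptor signal below a set negative limit, without overly bright fluorescence or cell loss, cut at about -3.5 in these data, passing the limit was not always enough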;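 also: z-score of nuclear minus cytoplasmic ring GR-EGFP intensity difference per well; some compounds called inactive have numbers as strong as hits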
#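 Buffer or medium: tet-free medium with charcoal-stripped serum / Also added: dexamethasone agonist, 1.0 µM final, for 30 min / Timing: induction 48 h, compound 1 h, agonist 30 min / Measured by: high-content fluorescence imaging after fixation / Read-out: nuclear-to-cytoplasmic GR-EGFP distribution per well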
# P. falciparum M17LAP = P. falciparum M17LAP inhibitors, primary screen, biochemical, fluorogenic H-Leu-NHMec substrate, 1536-well (AID 1619). Leucine aminopeptidase (Plasmodium falciparum (isolate 3D7)). recombinant M17LAP, H-Leu-NHMec fluorogenic kinetic assay; higher % means a stronger effect. one-dose inhibition, % at 30 µM; IC50 in µM for titrated hits. 0.38% of 220,000 active;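 active = compound inhibiting the enzyme by more than half at any dose during confirmatory dose-response retesting; inconclusive = strong single-dose inhibitors picked by rank but not retested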;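 also: plate controls were full reaction with DMSO carrier for no effect and no enzyme background for full effect; strong numbers were not always called active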
# Dynein transport cytoplasmic EGFP = further read-out of Dynein transport, marked with its call; z-score; measured here: cytoplasmic GR-EGFP intensity; stronger effect = higher value
# Dynein transport nuclear GR-EGFP = also measured in Dynein transport; calls as there; z-score; measured here: nuclear GR-EGFP intensity;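 lower value marks the stronger effect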
# Dynein transport cell count = second read-out of Dynein transport, no call of its own (marks repeat the call); z-score; measured here: cell count per field
# Ins promoter up cell count = second read-out of Ins promoter up, no call of its own (marks repeat the call); cell count; measured here: cytotoxicity, nuclei count;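 total cells summed across four imaged fields per well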
# b-catenin transl cell count 5 µM = also measured in b-catenin transl; calls as there; cell count; measured here: cell count, cytotoxicity flag
# MT stabilizer Hoechst-high % = also measured in MT stabilizer; calls as there; % Hoechst-high responders; measured here: nuclear condensation Hoechst responders;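 share of cells brighter than vehicle mean plus two SD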
# MT stabilizer cytotoxicity % = recorded beside MT stabilizer, whose call it bears; toxicity, %; measured here: cytotoxicity by cell density;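 0% = mean cell density of plate MIN control wells and 100% = no cells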
# Autophagy HCS cell loss 18 h = further read-out of Autophagy HCS, marked with its call; toxicity, %; measured here: cell loss, nuclei count;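 cell loss after 18 h compound exposure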
# Starred values were filed as active, the others as inactive; i = inactive; ? = inconclusive; . = no result given; + = active, no number. Only part of the results is shown, so the mix of outcomes need not match the whole.
SMILES,MT stabilizer,MT stabilizer Hoechst-high %,MT stabilizer cytotoxicity %,b-catenin transl,b-catenin transl cell count 5 µM,NOD2 inhibition,Ins promoter up,Ins promoter up cell count,NOD1 inhibition,Yfh1-off respiration,Autophagy HCS,Autophagy HCS cell loss 18 h,Dynein transport,Dynein transport cytoplasmic EGFP,Dynein transport nuclear GR-EGFP,Dynein transport cell count,P. falciparum M17LAP
COC(=O)C1=C(C)Nc2c(c(=O)n(C)c(=O)n2C)C1c1cccnc1 (stereo not given),3.3,1.6,5.4,-3.6,535,8%,1.2,1377,-11%,i,i,-5,0.47,-0.27,0.14,0.99,-3%
COc1ccc(C(=O)CSc2nc(C)cc(C)n2)cc1[N+](=O)[O-],2.3,3.3,6.9,-0.4,1223,5%,0.05,1260,-19%,i,i,0,0.089,-0.3,0.13,-0.56,15%
Cc1sc2ncnc(N/N=C/c3cccc(O)c3)c2c1C,5.4,2.4,3.5,-3.8,561,-10%,-0.16,1331,-4%,i,i,-1,0.3,-0.29,-0.18,0.38,14%
CSc1nnc(-c2ccc(C(F)(F)F)nc2C)o1,.,.,.,1.9,1292,15%,-0.1,1182,2%,i,.,.,-0.7,-0.17,-0.48,0.46,-5%
Cc1ccc(Nc2nnc(SCc3ccccc3)s2)cc1,1.8,1.5,10,.,.,-50%,.,.,-30%,i,i,-3,-0.64,-0.27,-0.14,1.6,9%
CC(C)CCN1CCN(Cc2cn[nH]c2C2CCCCC2)CC1CCO (stereo not given),3.4,1.4,11,1.2,1503,8%,-0.41,1374,-18%,i,i,31,0.58,-0.27,-0.07,-0.64,-3%
COC(=O)c1cccc(NS(=O)(=O)c2ccc(OC)c(OC)c2)c1C,0.9,1.3,8.0,-15,1186,18%,.,.,18%,i,i,-6,0.22,-0.048,0.45,0.43,19%
Nc1cc(=O)[nH]c(SCc2ccc(Cl)cc2)n1,2.7,2.1,5.4,1.1,1089,0%,0.38,864,-9%,i,i,-6,-0.69,0.017,-0.23,0.21,-10%
COc1ccc(Cn2c3ccc(OC)cc3c3nc4ccccc4nc32)cc1,7.7,3.0,1.5,-0.9,1047,-10%,0.6,1447,-41%,i,+,7.7*,0.59,0.46,0.34,-0.4,5%
CCN(CC)S(=O)(=O)c1ccc(C)c(C)c1,1.1,1.9,5.2,.,.,7%,-0.15,909,-8%,i,i,-9,-0.68,-0.059,-0.23,0.67,-1%
O=[N+]([O-])/C=C\c1ccc(N2CCCC2)c(F)c1,2.5,1.6,5.3,-0.8,1057,-4%,-1.5,1152,-31%,.,i,4,-2.9,3.8,-0.89,-0.054,-5%
COc1ccc(NC(=O)CCN2CCCC(C)C2)cc1 (stereo not given),15,19,97,3.7,892,11%,.,.,-1%,i,i,1,0.35,-0.2,0.72,0.34,-4%
Cc1ccc(OCC(=O)NNC(=O)C2CCN(c3nc(C)cc(C)n3)CC2)cc1,1.7,2.4,10,-0.2,1364,9%,-0.84,1507,-1%,i,i,3,0.52,0.14,0.026,0.1,-15%
Cc1ccc(CSc2nnc(-c3cccnc3)o2)cc1,2.9,2.8,4.1,-1.0,1152,4%,.,.,-14%,i,i,-42,-0.07,-0.24,-0.24,1.3,10%
O=C(NNC(=O)C1[C@H]2CCCC[C@@H]12)Nc1cccc2ccccc12 (stereo not given in full),.,.,.,1.0,1266,36%,.,.,2%,i,.,.,0.21,-0.26,0.11,-0.4,1%
COCCn1c(=O)[nH]c2cc(C(=O)NCC3CCCO3)ccc2c1=O (stereo not given),3.8,3.0,11,0.9,1345,2%,0.47,1446,-11%,i,i,-7,-0.087,-0.055,0.61,-0.68,10%
Cc1c(C(=O)Nc2ccc(Br)cc2)cnn1C,3.2,3.2,4.5,-4.0,540,-47%,0.18,1128,-32%,i,i,-7,-0.15,-0.22,-0.32,-0.77,-3%
CCN(CC)c1ccc(C(=O)OCc2cc(=O)oc3cc(O)ccc23)cc1,2.5,1.4,0.5,1.4,1348,32%,-0.55,1699,27%,?,i,-6,3.8,-0.099,1.5,-2.4,-2%
CCNc1nc(NC(C)(C)C)nc(N2CCCC2)n1,2.2,2.4,2.6,-0.7,1173,-1%,.,.,-25%,.,i,5,0.15,-0.25,0.34,-0.11,8%
C=CCNC(=S)N/N=C/c1ccc(OCc2ccccc2Cl)cc1,2.8,1.9,3.2,1.1,1180,19%,-2,834,-12%,i,i,25,-0.48,0.69,0.089,1.1,0%
Cn1c(=O)n(C)c2cc(S(=O)(=O)NCCO)ccc21,1.2,1.1,2.8,-8.3,1356,3%,.,.,-8%,i,i,-7,-0.65,-0.39,-0.1,1.3,-5%
COC(=O)c1ccc(OC(=O)c2nn(C)cc2Cl)c(OC)c1,3.1,1.6,4.0,-5.2,884,11%,0.48,1140,2%,i,i,22,0.73,-0.17,0.78,-0.013,10%
C/C(=N\NC(N)=S)C1(C)CC2(CC(C)(C)OC2=O)C(=O)O1 (stereo not given),.,.,.,-0.3,1325,8%,0.32,1449,-4%,i,.,.,-0.64,-0.23,-0.71,1.4,-1%
O=C(NC1CCN(Cc2ccccc2)CC1)c1ccc(Cn2c(=S)[nH]c3ccc(N4CCOCC4)cc3c2=O)cc1,2.5,2.8,10,3.2,517,-24%,.,.,-55%,i,i,22,0.044,-0.067,0.041,-0.087,3%
CN1/C(=C/C=C(C#N)C#N)C(C)(C)c2ccccc21,3.1,3.1,5.2,-0.6,1047,-30%,-0.1,1464,35%,i,i,4,-0.6,2.1,-0.5,0.68,-2%

# Just b-catenin transl cell count 5 µM, for 2 of the compounds above:
compound,b-catenin transl cell count 5 µM
COC(=O)c1cccc(NS(=O)(=O)c2ccc(OC)c(OC)c2)c1C,1186
CCN(CC)c1ccc(C(=O)OCc2cc(=O)oc3cc(O)ccc23)cc1,1348

# (listing goes on)
SMILES,MT stabilizer,MT stabilizer Hoechst-high %,MT stabilizer cytotoxicity %,b-catenin transl,b-catenin transl cell count 5 µM,NOD2 inhibition,Ins promoter up,Ins promoter up cell count,NOD1 inhibition,Yfh1-off respiration,Autophagy HCS,Autophagy HCS cell loss 18 h,Dynein transport,Dynein transport cytoplasmic EGFP,Dynein transport nuclear GR-EGFP,Dynein transport cell count,P. falciparum M17LAP
CC(OC(=O)C1CCCO1)C(=O)NC1CCCC1 (stereo not given),1.9,1.5,7.5,-1.2,984,10%,0.59,1267,10%,i,i,-12,-0.7,-0.2,-0.18,0.79,-13%
CN(CC(=O)N1CCN(c2ccccc2F)CC1)S(=O)(=O)c1cnc[nH]1,1.2,1.2,9.0,-8.9,1178,1%,.,.,-17%,i,i,-10,1.7,0.071,0.85,-1.5,9%
O=C(NCc1ccc(F)cc1)C(c1ccccc1)N(C(=O)c1csnn1)C1CC1 (stereo not given),8.2,2.9,7.7,-1.5,1456,16%,-0.08,1413,-16%,i,i,-6,2.3,-0.28,0.84,-2,-3%
COc1ccccc1NC(=O)C1C2C=CC3(CN(Cc4cccnc4)C(=O)C13)O2 (stereo not given),2.3,2.1,7.5,0.0,1276,6%,0.5,949,5%,i,.,.,1,-0.23,0.53,0.0077,-3%
CCCCCCCCCCCC(=O)c1c(O)cccc1O,3.2,1.2,13,0.0,1000,17%,0.19,1328,-14%,i,i,6,-0.43,-0.026,-0.19,0.43,4%
S=C(N/N=C1\CCc2ccccc21)NC1CCCCC1,2.6,2.0,5.4,-1.7,1072,7%,-0.43,1320,4%,i,i,-2,-0.59,-0.18,-0.094,0.54,-6%
CSc1ccc(C(=S)N2CCN(C(c3ccccc3)c3ccccc3)CC2)cc1,4.3,2.7,8.3,.,.,18%,0.14,880,26%,i,i,11,-0.46,-0.24,-0.052,0.46,-7%
CC(=O)N(C)c1ccc(NC(=O)Nc2ccc(C)c(C)c2)cc1,3.4,2.8,0.1,2.0,1156,-9%,0.36,1470,-34%,i,i,14,-1,-0.19,-0.34,0.79,-5%
N#Cc1ccsc1NC(=O)CN1CCN(S(=O)(=O)c2ccccc2C(F)(F)F)CC1,2.1,1.7,5.6,-4.1,1120,17%,-0.22,1348,-17%,i,i,18,0.012,-0.24,0.035,0.55,-2%
CCC(CC)NC(=O)Nc1ccc(F)c(Cl)c1,2.6,1.7,7.5,1.0,961,0%,-0.21,1336,-22%,i,i,11,1,-0.25,0.72,-0.46,-5%
CS(=O)(=O)N(CC(=O)N1CCN(Cc2ccc3c(c2)OCO3)CC1)Cc1ccc(Cl)cc1,1.5,0.5,5.2,.,.,-43%,-2.2,796,-6%,i,i,3,-1.6,-0.3,-0.79,0.89,13%
Cc1c(-c2ccccc2)[n+](=O)c(-c2ccc(Br)cc2)c(C)n1[O-],.,.,.,-0.9,1341,-3%,1.4,1015,1%,i,.,.,-0.18,-0.15,-0.38,0.51,4%
CCCC(=O)N1CCN(Cc2ccc3c(c2)OCO3)CC1,3.8,2.8,2.7,-4.2,565,5%,1.1,1260,-8%,i,i,12,-0.25,-0.26,0.51,0.18,-12%
CC(Sc1nnc(C(F)(F)F)n1C)C(=O)NC(N)=O (stereo not given),1.7,2.3,8.5,0.4,1385,12%,-0.29,1487,-25%,i,i,11,0.32,-0.2,0.35,0.88,-1%
